Screens deposited in PubChem by Broad Institute.
RAD52 inh: inhibitors of human RAD52 DNA annealing; P43351; recombinant RAD52 DNA annealing, FRET fluorescence; inhibition, % at 18.7 µM; 360,000 compounds, 0.46% hits; AID 651710;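 active = every replicate showing at least 50% inhibition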
Target sequence (P43351 whole entry, looked up): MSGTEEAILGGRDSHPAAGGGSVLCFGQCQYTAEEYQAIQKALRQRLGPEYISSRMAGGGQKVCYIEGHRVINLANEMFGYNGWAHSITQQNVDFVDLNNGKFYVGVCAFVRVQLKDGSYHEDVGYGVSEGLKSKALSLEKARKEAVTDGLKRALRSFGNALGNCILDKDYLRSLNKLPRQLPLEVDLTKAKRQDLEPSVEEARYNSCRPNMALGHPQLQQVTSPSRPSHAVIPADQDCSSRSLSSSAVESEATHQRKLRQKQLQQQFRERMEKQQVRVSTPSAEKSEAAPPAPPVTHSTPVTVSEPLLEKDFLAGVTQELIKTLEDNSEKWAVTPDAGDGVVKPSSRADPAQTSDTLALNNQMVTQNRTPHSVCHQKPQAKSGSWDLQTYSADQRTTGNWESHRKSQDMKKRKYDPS
ERp5 block: blocks human ERp5 reductase activity on insulin; Q15084; ERp5 insulin aggregation, absorbance 650 nm, 90 min; inhibition, % at 9.99 µM; 350,000 compounds, 0.05% hits; AID 651711;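 active = mean replicate inhibition above about 25%, with every replicate also reaching it, limit read from the data, passing the limit was not always enough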
Target sequence (Q15084 whole entry, looked up): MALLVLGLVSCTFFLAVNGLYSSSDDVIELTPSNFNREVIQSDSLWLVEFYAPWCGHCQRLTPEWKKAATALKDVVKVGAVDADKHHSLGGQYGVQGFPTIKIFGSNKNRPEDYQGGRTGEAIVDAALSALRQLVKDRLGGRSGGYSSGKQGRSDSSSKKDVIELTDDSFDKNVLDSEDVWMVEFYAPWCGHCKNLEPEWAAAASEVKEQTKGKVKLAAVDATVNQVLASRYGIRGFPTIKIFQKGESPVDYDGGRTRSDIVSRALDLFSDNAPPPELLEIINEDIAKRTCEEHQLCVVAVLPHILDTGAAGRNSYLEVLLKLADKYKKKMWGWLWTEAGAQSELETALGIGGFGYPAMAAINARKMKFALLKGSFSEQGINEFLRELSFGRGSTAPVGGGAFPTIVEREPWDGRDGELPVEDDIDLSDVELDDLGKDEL
RAD54 inh: inhibitors of human RAD54 branch migration; 360,000 compounds, 0.14% hits; inhibition, % at 10.4 µM; RAD54 Holliday junction branch migration, FAM/BHQ fluorescence;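 active = mean normalized replicate activity at least 40 and at least half of replicates scoring 40 or more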;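 also: 0% = median of neutral control wells and 100% = median of positive control wells; inhibitors cause a drop in the FAM fluorescence signal; in these data hits start at about 50%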
esBAF inh: inhibitors of esBAF chromatin remodeling in mouse ES cells; Bmi1-luciferase knock-in reporter, 24 h; 100% = twice the neutral-well signal; reporter increase, % at 12.5 µM; 350,000 compounds, 2% hits; in the data active = activation above about 40%;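 also: 0% = median of the plate's neutral control wells and 100% = double that signal; a rise in the Bmi1 reporter signal indicates esBAF inhibition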
PglD DTNB: blocks C. jejuni PglD acetyltransferase activity | inhibition, % at 12.5 µM | purified PglD enzyme, DTNB colorimetric CoA detection | AID 602405 | 360,000 compounds, 0.098% hits; in the data active = inhibition above about 16%, passing the limit was not always enough; also: strong numbers were not always called active
Casp6 inh: caspase-6 (human) enzyme inhibition; purified caspase-6, Z-VEID-R110 cleavage fluorescence; 350,000 compounds, 0.53% hits; AID 686996; P55212; inhibition, % at 12.5 µM;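 active = mean inhibition across replicates at least about 35%, with every replicate also reaching that limit, limit read from the data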;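 also: 0% = median of neutral control wells and 100% = no fluorescence left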
E-sel inducer: E-selectin induction on HUVECs; HUVEC E-selectin immunofluorescence imaging; normalized: neutral wells 0, TNF-alpha wells 100; activation, % at 7.58 µM; AID 686992; 260,000 compounds, 0.37% hits;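 active = mean E-selectin-positive cell signal at least 10% of the positive control, reached in at least 60% of replicates, without over 20% cell loss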;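 also: in these data hits start at about 27%; measured in HUVEC primary endothelial cells; signal is the percent of cells scored E-selectin positive by PE staining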
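Test system: HUVEC; input: 3,000 HUVEC/well; measured by: immunofluorescence imaging; read-out: % PE-positive cells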
ARNT-TACC3 inh: ARNT/TACC3 interaction disruption; AlphaScreen His-ARNT PAS-B/GST-TACC3 binding, luminescence; TACC3 fragment carries E629A point mutation; inhibition, % at 9.99 µM; 390,000 compounds, 0.66% hits;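 active = mean inhibition of replicates at least 50% and at least half of replicates each reaching 50%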;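 also: 0% = complete ARNT plus TACC3 wells and 100% = ARNT alone without TACC3; many hits fall short of the cut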
Active calls of the source: *; . = no result given; & = joins results of further samples.

SMILES	RAD52 inh	ERp5 block	RAD54 inh	esBAF inh	PglD DTNB	Casp6 inh	E-sel inducer	ARNT-TACC3 inh
O=C1Nc2ccccc2N(C(=O)c2ccc3ccccc3c2)C1c1nc2ccccc2[nH]1 (stereo unspecified)	-39	-9	.	.	.	-2	0.3	.
CC(=O)N1CCc2c(sc(NC(=O)CCS(=O)(=O)c3ccccc3)c2C#N)C1	-14	2	6	-4	0	-3	-0.7	-16
C[C@H](CO)N1C[C@H](C)[C@@H](CN(C)Cc2ccncc2)Oc2ccc(NC(=O)Cn3cnnn3)cc2CC1=O	-4	-3	-3	-6	-8	-5	-1.4	-10
NS(=O)(=O)c1ccc(NC(=S)NCC2CCCO2)cc1 (stereo unspecified)	-18	3	1	-2	4	0	-2.9	-3
CCCOC(=O)c1ccc(NC(=O)COC)cc1	.	.	0	34	-4	.	.	-4
Cc1noc(C)c1NC(=O)N(C)C[C@@H]1OCCCC[C@@H](C)Oc2ccc(NS(=O)(=O)c3c(C)noc3C)cc2C(=O)N([C@@H](C)CO)C[C@H]1C	-4	3	3	0	0	2	0.0	3
COc1cc(C(=O)Nc2ccc(NC(=O)c3ccccc3)nc2)cc(OC)c1OC	-32	2	5	7	4	0	0.0	0
CC(C)NC(=O)N(C)C[C@H]1Oc2cc(-c3ccccc3)ccc2S(=O)(=O)N([C@H](C)CO)C[C@@H]1C	8	1	-4	-2	-2	-1	0.1	16
O=C(O)/C=C/C(=O)NC1CCCCC1	-18	5	-2	.	0	-1	-0.4	.
CCc1ccccc1NC(=O)c1cc(S(=O)(=O)N(C)C)ccc1N1CCCC1	-5	4	1	.	8	-3	.	-1
O=C(NCCc1ccccc1F)C1CCCN1S(=O)(=O)c1ccc2ccccc2c1 (stereo unspecified)	.	.	5	16	8	.	.	-3
Cc1ccc(S(=O)(=O)N[C@@H]2CC[C@H](CC(=O)NCCc3ccncc3)O[C@@H]2CO)cc1	7	-10	-6	-8	0	-1	-0.5	.
O=C(CCCn1c(=O)[nH]c2cc(Cl)ccc2c1=O)NCCCN1CCN(c2ccc(F)cc2)CC1	-1	-1	.	1	.	-6	-0.1	-11
Cc1cc(C)cc(SCc2noc(C(=O)NCCCN3CCOCC3)c2C(=O)NCCCN2CCOCC2)c1	12	4	-1	-2	-2	-12	0.1	-8
COCC(=O)N1[C@@H](CO)[C@H](c2ccccc2)C12CN(C(=O)c1ccc(F)cc1)C2	-10	-2	.	.	.	1	-0.1	.
Cc1ccc(S(=O)(=O)Nc2ccc3c(c2)CC(=O)N([C@@H](C)CO)C[C@H](C)[C@@H](CN(C)Cc2ccc(-c4ccccc4)cc2)O3)cc1	27	-2	1	7	-1	-2	0.1	25
COC(=O)c1ccsc1NC(=O)c1ccccc1	-12	2	1	4	2	-2	0.0	-8
Cc1cc(N2CCOCC2)n2ncc(-c3ccc(Cl)cc3)c2n1	-1	1	7	.	3	4	-0.1	-5
O=C(NCCCNCc1ccccc1)/C(=N\O)c1ccccc1	.	.	11	-19	-1	.	.	-14
CCCNC(=O)N(C)C[C@@H]1Oc2cc(C#C[C@H](C)O)ccc2S(=O)(=O)N([C@H](C)CO)C[C@H]1C	1&7&11	-3&-4&-2	-3&6&0	9&2&-3	4&1&-1	-2&-2&-2	-1.9&-0.2	8&13
Cc1noc(C)c1S(=O)(=O)Nc1ccc2c(c1)C(=O)N([C@H](C)CO)C[C@@H](C)[C@H](CN(C)C(=O)Nc1ccc3c(c1)OCO3)OCCCC[C@@H](C)O2	-18	1	3	22	0	1	-0.2	13
CCOC(=O)c1ccccc1N/C=C/C(=O)c1ccccc1	.	.	5	2	-5	.	.	0
O=C(NCCCn1ccnc1)C(Cc1ccccc1)N1C(=O)c2ccccc2C1=O (stereo unspecified)	.	.	-7	-6	1	.	.	-5
COc1ccc2oc(=O)c(C(=O)N3CCCc4ccccc43)cc2c1	.	.	1	-7	-2	.	.	0
COc1ccc(S(=O)(=O)Nc2ccc3c(c2)C(=O)N([C@@H](C)CO)C[C@@H](C)[C@@H](CN(C)S(=O)(=O)c2cn(C)cn2)O3)cc1	0	4	-1	-4	-1	0	-1.0	-6
Following part
SMILES	RAD52 inh	ERp5 block	RAD54 inh	esBAF inh	PglD DTNB	Casp6 inh	E-sel inducer	ARNT-TACC3 inh
C[C@H](CO)N1C[C@H](C)[C@@H](CN(C)C(=O)Cc2ccccc2)OCCCC[C@H](C)Oc2ccc(NC(=O)Cc3ccccc3)cc2C1=O	-2	2	-1	3	-1	1	-0.1	1
O=C(CC(F)(F)F)N1C[C@H]2[C@@H](c3ccccc31)[C@@H](CO)N2C(=O)c1ccncc1	-16	0	11	-6	0	0	0.0	-13
Cc1cc(=O)oc2c(C)c(OCC(=O)Nc3cccnc3)ccc12	-9	4	-2	30	-1	-2	0.0	3
Cc1noc(C)c1S(=O)(=O)N(C)C[C@@H]1Oc2c(cccc2N(C)C)C(=O)N([C@H](C)CO)C[C@H]1C	-10	7	12	2	0	-1	-0.1	-4
O=C(COC(=O)c1ccc(Br)o1)NCCNC(=O)COC(=O)c1ccc(Br)o1	-17	8	3	-6	0	-1	-1.7	.
COC(=O)C(CCCCN1C(=O)C2C3C=CC(C3)C2C1=O)N1C(=O)C2C3C=CC(C3)C2C1=O (stereo unspecified)	.	.	2	-4	-2	.	.	-7
CC(=O)N1CC(=O)N2[C@H](CO)[C@@H](c3ccc(-c4ccc(C#N)cc4)cc3)[C@H]2C1	-15	2	.	.	.	3	0.0	.
Cc1noc(C)c1CSc1nnc(-c2ccccc2)o1	-15	-2	.	.	.	-1	1.1	-3
CCCC(=O)Nc1nnc(S(=O)(=O)N2CCCC2)s1	-10	-4	-22	-6	1	5	0.2	9
N#C[C@@H]1[C@H](c2ccc(-c3cccc(F)c3)cc2)[C@H](CO)N1S(=O)(=O)c1cccc(F)c1	-82	-1	8	6	-1	-2	0.2	-1
Cc1cccc(OCc2nnc(SCC(=O)N3c4ccccc4CC3C)n2C)c1C (stereo unspecified)	.	.	18	12	-11	.	.	2
C[C@H](CO)N1C[C@H](C)[C@@H](CN(C)C(=O)Nc2ccc(F)cc2)Oc2ccc(NC(=O)CCCCCC(=O)Nc3ccccc3N)cc2C1=O	6	4	.	.	.	1	13	.
Cc1cc(N2CCOCC2)nc2ccc(NC(=O)CCC(=O)N3CCCC(C)C3)cc12 (stereo unspecified)	.	.	2	21	-5	.	.	-1
COc1ccccc1OCCSc1nc2ccccc2n1CCO	-4	-1	.	23	.	2	.	-2
O=C(N[C@@H]1CC[C@H](CCNC(=O)c2ccccc2F)O[C@H]1CO)c1ccc2c(c1)OCO2	-4	-15	3	-6	0	-3	-0.3	-4
O=C(/C=C/c1ccc(F)cc1)Nc1cccc(S(=O)(=O)N2CCOCC2)c1	-22	4	-7	37	-8	0	-0.1	-10
CCOC(=O)N1CCN(S(=O)(=O)c2ccc(Cl)cc2)CC1	4	1	6	8	3	1	.	-4
O=C(C[C@@H]1C[C@@H]2c3cc(NC(=O)CC4CC4)ccc3O[C@@H]2[C@H](CO)O1)NCc1ccccn1	-18	3	-4	4	-2	.	0.6	4
C=CCNC(=S)N1CCN(CCN=CC2=C(O)CC(c3ccc(Cl)cc3)CC2=O)CC1 (stereo unspecified)	-66	-14	-2	4	4	2	1.9	0
CCc1cccc(CC)c1NC(=O)CN1CCN(c2ccccc2)CC1	.	.	-2	-4	-3	.	.	-11
O=C(O)C(C=C(Cl)Cl)N1CCOCC1 (stereo unspecified)	-3	-3	-3	2	1	4	0.0	-1
Cc1nc2c(-c3ccccc3)cnn2c(N2CCOCC2)c1C	-4	3	.	.	.	1	-0.2	-5
Cc1cc[n+](CCC(=O)O)c2ccccc12	.	.	2	-8	1	.	.	1
O=C(c1ccccc1F)N1CC(=O)N2[C@H](CO)[C@@H](c3ccc(C#Cc4ccccc4)cc3)[C@H]2C1	-7	0	.	.	.	-1	0.9	.
CCOC(=O)N1CCN(C(=O)CN(CC)S(=O)(=O)c2cc(C)ccc2OC)CC1	-10	-1	0	.	-1	2	.	-12

Fetched by structure from the entries so far (2):
SMILES	RAD52 inh	ERp5 block	RAD54 inh	esBAF inh	PglD DTNB	Casp6 inh	E-sel inducer	ARNT-TACC3 inh
CCOC(=O)N1CCN(S(=O)(=O)c2ccc(Cl)cc2)CC1	4	1	6	8	3	1	.	-4
COC(=O)C(CCCCN1C(=O)C2C3C=CC(C3)C2C1=O)N1C(=O)C2C3C=CC(C3)C2C1=O (stereo unspecified)	.	.	2	-4	-2	.	.	-7

New compounds follow
SMILES	RAD52 inh	ERp5 block	RAD54 inh	esBAF inh	PglD DTNB	Casp6 inh	E-sel inducer	ARNT-TACC3 inh
C/C(=N/NC(=O)c1ccn(C)n1)c1ccncc1	-8	-4	-4	.	6	-6	0.3	.
CC(C)NC(=O)N1[C@@H](C#N)[C@H](c2ccc(C#CC3CCCC3)cc2)[C@@H]1CO	-4	-1	-3	-6	5	-1	-0.1	.
COc1ccc2c3c(n(C)c2c1)[C@@H](CO)N(CC1CCCC1)CC31CCN(Cc2nccs2)CC1	-102	-5	.	.	.	-4	-0.5	.
COC(=O)c1ccc(OCC(=O)NC2CCCCCCC2)cc1	0	8	.	.	.	0	-0.2	-1
CN(C)C(CNC(=O)CCc1nc2ccccc2s1)c1ccccc1 (stereo unspecified)	-10	-15	-2	4	-1	2	.	-1
CO[C@H]1CN(C)C(=O)c2ccc(NS(C)(=O)=O)cc2OC[C@H](C)N(C(=O)CN(C)C)C[C@H]1C	6	0	4	0	7	-1	0.2	-9

17 consecutive records out of the list so far:
SMILES	RAD52 inh	ERp5 block	RAD54 inh	esBAF inh	PglD DTNB	Casp6 inh	E-sel inducer	ARNT-TACC3 inh
COc1ccccc1OCCSc1nc2ccccc2n1CCO	-4	-1	.	23	.	2	.	-2
O=C(N[C@@H]1CC[C@H](CCNC(=O)c2ccccc2F)O[C@H]1CO)c1ccc2c(c1)OCO2	-4	-15	3	-6	0	-3	-0.3	-4
O=C(/C=C/c1ccc(F)cc1)Nc1cccc(S(=O)(=O)N2CCOCC2)c1	-22	4	-7	37	-8	0	-0.1	-10
CCOC(=O)N1CCN(S(=O)(=O)c2ccc(Cl)cc2)CC1	4	1	6	8	3	1	.	-4
O=C(C[C@@H]1C[C@@H]2c3cc(NC(=O)CC4CC4)ccc3O[C@@H]2[C@H](CO)O1)NCc1ccccn1	-18	3	-4	4	-2	.	0.6	4
C=CCNC(=S)N1CCN(CCN=CC2=C(O)CC(c3ccc(Cl)cc3)CC2=O)CC1 (stereo unspecified)	-66	-14	-2	4	4	2	1.9	0
CCc1cccc(CC)c1NC(=O)CN1CCN(c2ccccc2)CC1	.	.	-2	-4	-3	.	.	-11
O=C(O)C(C=C(Cl)Cl)N1CCOCC1 (stereo unspecified)	-3	-3	-3	2	1	4	0.0	-1
Cc1nc2c(-c3ccccc3)cnn2c(N2CCOCC2)c1C	-4	3	.	.	.	1	-0.2	-5
Cc1cc[n+](CCC(=O)O)c2ccccc12	.	.	2	-8	1	.	.	1
O=C(c1ccccc1F)N1CC(=O)N2[C@H](CO)[C@@H](c3ccc(C#Cc4ccccc4)cc3)[C@H]2C1	-7	0	.	.	.	-1	0.9	.
CCOC(=O)N1CCN(C(=O)CN(CC)S(=O)(=O)c2cc(C)ccc2OC)CC1	-10	-1	0	.	-1	2	.	-12
C/C(=N/NC(=O)c1ccn(C)n1)c1ccncc1	-8	-4	-4	.	6	-6	0.3	.
CC(C)NC(=O)N1[C@@H](C#N)[C@H](c2ccc(C#CC3CCCC3)cc2)[C@@H]1CO	-4	-1	-3	-6	5	-1	-0.1	.
COc1ccc2c3c(n(C)c2c1)[C@@H](CO)N(CC1CCCC1)CC31CCN(Cc2nccs2)CC1	-102	-5	.	.	.	-4	-0.5	.
COC(=O)c1ccc(OCC(=O)NC2CCCCCCC2)cc1	0	8	.	.	.	0	-0.2	-1
CN(C)C(CNC(=O)CCc1nc2ccccc2s1)c1ccccc1 (stereo unspecified)	-10	-15	-2	4	-1	2	.	-1

Rows were taken by chance; about 3.2% have a hit in one of these screens.
